VHR inh color = VHR1 (DUSP3) phosphatase inhibition | recombinant VHR phosphatase, colorimetric substrate read-out | 0.7% of 50,000 active | inhibition, % at 20 µM; in the data active = inhibition above about 60%; also: some results filed as inactive read as strong as hits
Target sequence (P51452 whole entry, looked up): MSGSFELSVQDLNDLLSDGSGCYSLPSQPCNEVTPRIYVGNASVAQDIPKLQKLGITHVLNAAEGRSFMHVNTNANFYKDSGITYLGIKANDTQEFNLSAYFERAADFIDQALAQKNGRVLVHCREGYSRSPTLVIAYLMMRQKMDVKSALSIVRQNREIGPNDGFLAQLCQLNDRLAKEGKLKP
An asterisk follows results filed as active. This is a subset; count on the stated rates, not on these rows.

Compound,VHR inh color
COC(=O)C1=C(C)N(C)C(=S)NC1c1cccc(OC)c1 (centres undefined),2
COc1cc(NS(=O)(=O)c2ccc(N/C=C\C(=O)c3ccc(Br)cc3)cc2)nc(OC)n1,-24
O=c1oc2ccccc2c(NCc2ccco2)c1[N+](=O)[O-],-12
COc1ccccc1/C=C1\C(=O)NC(=O)N(C(C)(C)C)C1=O,-10
CCc1ccc(NC(=O)C2CCCCC2)cc1,3
COc1cc(O)c(C(=O)c2ccccc2)cc1S(=O)(=O)O,-10
CC(=O)c1ccc(N=C2c3ccccc3C(=O)C2c2ccc3ccccc3c2)cc1 (centres undefined),-22
CCOC(=O)c1c(NC(=O)C(C)Oc2ccc(Cl)cc2Cl)sc(C(N)=O)c1C (centres undefined),-31

Compound,VHR inh color
CCc1cc(C)cc(OCCn2cc(/C=C3/SC(=S)N(C)C3=O)c3ccccc32)c1,7
COc1ccc(S(=O)(=O)N(CCc2ccccc2)CC(=O)Nc2cc(Cl)ccc2OC)cc1,21
O=C(CN(c1ccc(Cl)cc1Cl)S(=O)(=O)c1ccccc1)Nc1ccc(F)cc1,10
COc1cc(Br)cc(C=Nc2ccccc2C(=O)O)c1O,-3
COc1ccc(N(CC(=O)N2CCCC2)S(=O)(=O)c2ccc(NC(C)=O)cc2)cc1,-48
N/C(=N\c1nc(C(F)(F)F)cc(=O)[nH]1)Nc1cccc2ccccc12,35
COc1cccc2c1CC/C(=C\c1cccc(I)c1)C2=O,-16
Cc1cc(C)c(-n2c(O)c(/C=C3\C=Nc4ccccc43)c(=O)[nH]c2=O)c(C)c1,1

Compound,VHR inh color
Cc1ccc2ccc(S(=O)(=O)NCc3ccco3)cc2c1,-10
CCOc1ccccc1C(=O)Nc1cc(S(N)(=O)=O)ccc1C,-30
CCOc1ccc(N2Cc3ccc(C(=O)NN)cc3C2)cc1,91*
CCN1C(=O)N(C)C2C1N(CC)C(=O)N2C (centres undefined),-9
O=C(NCC1CCCO1)c1nn2c(C(F)(F)F)cc(-c3ccco3)nc2c1Cl (centres undefined),-22
CCCC(CCC)C(=O)Nc1ccc2c(c1)N(C(=O)CCN1CCOCC1)c1ccccc1CC2,8
O=S(=O)(c1ccccc1)N1CCN(C2CCC(c3ccccc3)CC2)CC1 (centres undefined),18
O=C(NCCCO)C(=O)Nc1ccccc1,-25

Compound,VHR inh color
CCC(CCC(=O)O)NC(=O)c1ccccc1 (centres undefined),-12
O=C(N/N=C/c1cc2ccccc2[nH]1)c1ccccc1,-12
COc1cc2nc(-c3ccc(Oc4ccc([N+](=O)[O-])cc4)cc3)oc(=O)c2cc1OC,-18
CCCOc1ccc(Br)cc1/C=C(/C#N)c1nc2ccc(C)cc2[nH]1,-96
C/C(=N\NS(C)(=O)=O)c1ccccc1,-12
COc1cc2c(cc1NC(=O)c1ccccc1[N+](=O)[O-])oc1ccccc12,10
O=C(N/N=C/c1ccc(O)cc1)C(O)C(O)C(=O)N/N=C/c1ccc(O)cc1 (centres undefined),-28
CCOc1ccc2nc(SCc3ccc(Cl)cc3)nc(C)c2c1,-26

Compound,VHR inh color
CCOc1ccc(N2C(=O)/C(=C/c3ccc(C)cc3)C(=O)NC2=S)cc1,8
O=C(Nc1ccc(-c2nc3ccc(NC(=O)c4ccccc4[N+](=O)[O-])cc3[nH]2)cc1)c1ccccc1[N+](=O)[O-],-9
CCOC(=O)C(CCCCCOc1cccc(Cl)c1)C(=O)OCC,0
O=C1/C(=C/c2ccc(I)o2)SC(=S)N1Cc1ccccc1,-24
CCCCOc1ccc(NC(=O)COc2ccccc2OC)cc1,17
Cc1ccc(OCC(=O)Nc2ccc(F)cc2F)c(C)c1,-5
COc1ccc(/C=C/C(=O)NCc2ccccc2C)cc1,-2
COc1ccc(N2C(=O)NC(=O)/C(=C/c3cn(CC(=O)Nc4ccccc4)c4ccccc34)C2=O)cc1,-18

Compound,VHR inh color
COC(=O)C1=CNC=C(C(=O)OC)C1c1cccs1,-8
CC1(C)Cc2ccccc2C(Nc2nc(-c3ccccc3)cs2)=N1,-15
Cc1ccc(N=C2NC(=O)/C(=C/c3ccc(O)cc3)S2)cc1C,-14
CCOC(=O)C(CCOCCOc1c(C)cc(C)cc1C)C(=O)OCC,2
COc1cc(OC)c(OC)cc1CN1CCN(Cc2cccnc2)CC1,11
O=[N+]([O-])c1ccc2c(c1)C(C#Cc1ccccc1)C1CCCCC1(N1CCOCC1)O2 (centres undefined),0
Cc1ccccc1NC(=O)C(=O)NCc1ccco1,0
CC(=O)c1ccc(NC(=O)c2cnccn2)cc1,0

Compound,VHR inh color
O=C(CSc1nc2sc3c(c2c(=O)[nH]1)CCCC3)N1CCCC1,-4
CCOc1ccc(N2C(=O)CC(Nc3ccc(N4CCOCC4)cc3)C2=O)cc1 (centres undefined),12
Cc1ccc(/C=C(/C#N)C(=O)OC(C)C)o1,-37
COc1cc(OC)cc(C(=O)N2CCN(C3CCC(c4ccccc4)CC3)CC2)c1 (centres undefined),8
O=C(CC1(C(F)(F)F)NCCO1)c1cccs1 (centres undefined),-16
Cc1ccc(S(=O)(=O)N2CCN(C(C)C)CC2)cc1,0
CN(C)c1ccc(/C=C/c2nc3ccccc3c(=O)n2-c2cccc3ccccc23)cc1,-21
CCCCOC(=O)c1cccc(NC(=O)c2cc3ccccc3oc2=O)c1,-52

4 of the compounds above, field by field:
> Cc1ccc(/C=C(/C#N)C(=O)OC(C)C)o1
- VHR inh color: -37
> CN(C)c1ccc(/C=C/c2nc3ccccc3c(=O)n2-c2cccc3ccccc23)cc1
- VHR inh color: -21
> CCOc1ccc(N2C(=O)CC(Nc3ccc(N4CCOCC4)cc3)C2=O)cc1 (centres undefined)
- VHR inh color: 12
> Cc1ccc(S(=O)(=O)N2CCN(C(C)C)CC2)cc1
- VHR inh color: 0

Further compounds:
Compound,VHR inh color
COc1ccc(/C=N/N=C2c3ccccc3-c3ccccc32)c(OC)c1,-6
Cn1/c(=N/N=C/c2c(O)ccc3ccccc23)sc2ccccc21,-6
N#C/C(=C\c1ccc(-c2ccc(Cl)cc2)o1)C(N)=O,16
CC(=O)NN(c1ccccc1)C1CC(C)N(c2ccccc2)N1C(C)=O (centres undefined),0
Cc1ccc(OCC(=O)N/N=C\c2ccccc2C)cc1,-11
CC(=O)c1cccc(NC(=S)NCc2ccccc2)c1,-11
COc1ccc(N2C(=O)c3ccc(C(=O)Nc4ccc(NC(C)=O)cc4)cc3C2=O)cc1,-16
C=CCc1cc(/C=C2\C(=O)NC(=O)N(c3cc(C)cc(C)c3)C2=O)cc(OCC)c1OCC(=O)O,-1

Compound,VHR inh color
CN1C(=O)C(=Cc2cccc(OCCOc3ccc([N+](=O)[O-])cc3)c2)C(=O)N(C)C1=O,3
COc1cc2c(cc1NC(=O)CC(C)=O)oc1ccccc12,18
CCOC(=O)N/N=C(\C)C12CC3CC(CC(C3)C1)C2,2
CCOc1cc(/C=C2\C(=O)NN(c3ccccc3)C2=O)cc(Br)c1O,47
O=C(O)C12c3ccccc3C(C(=O)O)(c3ccccc31)c1ccccc12,5
O=C(Nc1ccc(Cl)c(Cl)c1)Nc1nnc(-c2ccccc2)s1,-27
COc1ccc(-c2cc(-c3c(O)c(OC)c4occc4c3OC)[nH]n2)cc1OC,-5
N/C(=N\OC(=O)CCc1ccccc1)c1ccc(Br)cc1,-8

Compound,VHR inh color
CCC(C)c1c(O)nc(SCC(=O)c2ccccc2)[nH]c1=O (centres undefined),-7
O=C1C(=O)N(c2nccs2)C(c2ccc(F)cc2)/C1=C(/O)c1ccc(Cl)cc1 (centres undefined),-21
COC(=O)c1ccc(C(=O)OC)c(NC(=O)COc2cc(C)cc(C)c2)c1,1
Cc1ccc(S(=O)(=O)OCCOS(=O)(=O)c2ccc(C)cc2)cc1,-34
CC(C)(C)c1ccc(C(=O)NNC(=O)c2ccc([N+](=O)[O-])cc2Cl)cc1,-18
COc1ccc(CN2CCN(C(=O)c3cccc(Cl)c3)CC2)cc1Br,1
COc1ccccc1N(CC(O)CN1CCCCC1)S(=O)(=O)c1ccccc1 (centres undefined),18
CC1(C)SCC2C(=O)N3C(CSC3(C)C)C(=O)N21 (centres undefined),-8

Compound,VHR inh color
COc1cc(C=C2C(=O)NC(=O)NC2=O)cc(Br)c1OCc1c(C)no[n+]1[O-],2
O=C(c1cc([N+](=O)[O-])ccc1F)n1nnc2ccccc21,5
O=[N+]([O-])c1ccc(CSc2nnc(-c3ccco3)o2)cc1,-5
NC1=NC(=O)/C(=C/c2cccc(Oc3ccccc3)c2)S1,-10
Clc1cc2c(cc1CSc1nc3ncccc3[nH]1)OCO2,12
NC(=O)c1c(NC(=O)c2cccs2)sc2c1CCCC2,6
O=S(=O)(c1ccc(Cl)cc1)n1cccc1,3
Br/C(=C\c1ccccc1)C1Nc2cccc3cccc(c23)N1,-88

Compound,VHR inh color
O=c1c2ccccc2nc(/C=C/c2ccccc2)n1-c1cccc([N+](=O)[O-])c1,17
Cc1ccc(OCCOc2cccc(C=O)c2)cc1C,-9
Cc1cc(=O)oc2c1c(C)nn2-c1ccc(Br)cc1,-22
O=C(Nc1ccc(Cl)c(Cl)c1)Nc1nnc(COc2ccccc2Cl)s1,-18
COc1ccc(OC)c(S(=O)(=O)n2c(C)nc3ccccc32)c1,22
O=C(CN(Cc1ccccc1)S(=O)(=O)c1ccccc1)Nc1cccc(Cl)c1,-12
COc1ccc(S(=O)(=O)N(CC(=O)Nc2cccc3ccccc23)c2ccc(C)cc2)cc1OC,-41
CC(=O)Nc1ccc(C(=O)Nc2ncc([N+](=O)[O-])s2)cc1,33

Compound,VHR inh color
CCC(=O)c1ccc(N2CCN(C(=O)c3ccc(F)cc3F)CC2)c(F)c1,1
COC(=O)C1=C(C)N(c2ccc(C)c(C)c2)/C(=C\c2ccc(OCC(=O)Nc3ccccc3OC)cc2)C1=O,-6
CC1(CC(=O)N/N=C/c2ccc(-c3ccc(Cl)cc3)o2)OCCO1,-23
Cc1sc2nc(-c3ccc(-c4cccc([N+](=O)[O-])c4)o3)[nH]c(=O)c2c1C,6
Cc1ccc(C(=O)Nc2ccc(N3CCOCC3)cc2)cc1,-37
O=C(O)CN1C(=O)/C(=C2\SC(=S)NC2=O)c2ccccc21,-78
O=C(COc1ccccc1)Nc1ccccc1C(=O)Nc1ccc(C(=O)O)cc1,0
COc1cc(/C=C2/C(=O)NC(=O)N(c3ccc(C)cc3)C2=O)ccc1OCCOc1ccc([N+](=O)[O-])cc1,-15

Single values from the list.
COC(=O)C1=C(C)N(c2ccc(C)c(C)c2)/C(=C\c2ccc(OCC(=O)Nc3ccccc3OC)cc2)C1=O @ VHR inh color: -6
O=C(COc1ccccc1)Nc1ccccc1C(=O)Nc1ccc(C(=O)O)cc1 @ VHR inh color: 0
COc1cc(/C=C2/C(=O)NC(=O)N(c3ccc(C)cc3)C2=O)ccc1OCCOc1ccc([N+](=O)[O-])cc1 @ VHR inh color: -15
CCC(=O)c1ccc(N2CCN(C(=O)c3ccc(F)cc3F)CC2)c(F)c1 @ VHR inh color: 1
Cc1ccc(C(=O)Nc2ccc(N3CCOCC3)cc2)cc1 @ VHR inh color: -37

More results follow.
Compound,VHR inh color
CCC1(C)CC(CCNCc2ccc(N(C)C)cc2)(c2ccc(OC)cc2)CCO1 (centres undefined),-12
C=CCn1c(SCC(=O)c2ccc(OC)cc2)nc2sc3c(c2c1=O)CCCC3,-24
Oc1ccc(Br)cc1CN1CCN(Cc2ccccc2F)CC1,-4
COc1ccc(/C=c2\sc3nnc(-c4ccc(C)cc4)n3c2=O)c(OC)c1,20
Cn1cc(-c2nc3ccccc3[nH]2)c2ccccc21,14
COc1ccc(CCNC(=O)c2ccc(C(C)(C)C)cc2)cc1OC,4
COc1ccc(CN2CCN(C(=O)c3ccccc3OC)CC2)cc1OCc1ccccc1,-2
COc1ccc(/C(C)=N/NC(=O)c2ccncc2)cc1[N+](=O)[O-],-16

Compound,VHR inh color
O=C(Nc1cc(-c2ccc(F)cc2)[nH]n1)c1ccccc1[N+](=O)[O-],-1
NC1=NC(=O)/C(=C/c2cccc(OS(=O)(=O)c3ccc([N+](=O)[O-])cc3)c2)S1,-16
Cc1ccc2nc(N3CCCCC3)nc(-c3ccccc3)c2c1,-4
Cc1ccc(C)c(NC(=O)CCC2CCCCC2)c1,13
CSc1ccc(CN2CCN(C(=O)c3ccccc3F)CC2)cc1,-5
CS(=O)(=O)N(Cc1ccc(C(=O)Nc2ccc(Cl)c(C(F)(F)F)c2)cc1)c1ccccc1,2
O=C(/C=C/c1ccccc1[N+](=O)[O-])c1ccccc1,-1
COc1cc(C=C2C(=O)NC(=O)NC2=O)ccc1OCCOc1ccc([N+](=O)[O-])cc1,2

Compound,VHR inh color
O=C1CN(O)C(c2ccccc2Cl)=c2cc(Br)ccc2=N1,-12
COc1ccc(CN2CCN(C(=O)c3cccs3)CC2)c(OC)c1OC,-15
O=C(Nc1cccc(F)c1)c1cc(S(=O)(=O)N2CCCCC2)ccc1Cl,1
O=C(O)c1nn2c(C(F)(F)F)cc(-c3cccs3)nc2c1Cl,-57
O=C(CN(c1cccc([N+](=O)[O-])c1)S(=O)(=O)c1ccccc1)N[C@@H]1CCCC[C@H]1O,13
O=[N+]([O-])c1ccc2nc(SCCc3ccccc3)sc2c1,-2
CCOc1ccc(-n2nc3ccc(NC(=S)NC(=O)c4ccco4)cc3n2)cc1,-5
O=C(c1cc(F)c(F)cc1Cl)N1CCN(c2ccc(Cl)cc2[N+](=O)[O-])CC1,-7

Compound,VHR inh color
Cc1cc([N+](=O)[O-])ccc1NC(=O)C(C)Oc1ccccc1 (centres undefined),-25
Cc1ccc2nc(-c3ccc(NC(=S)NC(=O)c4ccco4)cc3)sc2c1,-3
CCCOc1cccc(C(=O)Nc2ccc(OC(F)(F)F)cc2)c1,-6
CCOc1cc(/C=C2\Sc3ccccc3C2=O)ccc1OC,-13
COc1ccc(NC(=O)CSc2nc(C)cc(C)n2)cc1,6
C=CCn1nc(C)c(Cc2c(C)nn(CC=C)c2C)c1C,-20
Cc1ccc(C(C)(C)C)c(OCC(=O)O)c1,-7
O=C1C(Cl)=C(NCCc2ccccc2)C(=O)N1c1ccc(Br)cc1,-14
